aDG glyco act: alpha-DG glycosylation activation; Pro5-aDG cells, alpha-DG glycosylation AlphaScreen (IIH6); 0% Pro5, 100% B10-LARGE cell signal; activation, % at 10 µM; 360,000 compounds, 0.22% hits; AID 624168;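 active = activation of at least 8% versus controls, or a plate z-score of at least 8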;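 also: Pro5 are CHO cells carrying HIG-tagged alpha-DG that lacks glycosylation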
H9c2 protect: protects H9c2 cardiomyocytes from peroxide injury; H2O2 injury protection, ATPLite, 2 h; protection from H2O2 cell death, % at 20 µM; 360,000 compounds, 0.63% hits;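 active = compounds giving at least 50% protection of heart cells from peroxide-induced death in the single-dose screen, raw or plate-pattern-corrected value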;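 also: 0% = DMSO wells with peroxide and 100% = DMSO wells without peroxide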
MC4R ag barr: agonists of human melanocortin 4 receptor (MC4R) beta-arrestin; activation, % at 8.9 µM; U2OS MC4R beta-arrestin complementation, luminescence; percent of melanotan II response, DMSO zero; P32245; 360,000 compounds, 0.98% hits;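 active = activation above a per-plate cutoff, the mean activation of sample wells on that plate plus 3 SD, cut at about 8% in these data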
Target sequence (P32245 whole entry, looked up): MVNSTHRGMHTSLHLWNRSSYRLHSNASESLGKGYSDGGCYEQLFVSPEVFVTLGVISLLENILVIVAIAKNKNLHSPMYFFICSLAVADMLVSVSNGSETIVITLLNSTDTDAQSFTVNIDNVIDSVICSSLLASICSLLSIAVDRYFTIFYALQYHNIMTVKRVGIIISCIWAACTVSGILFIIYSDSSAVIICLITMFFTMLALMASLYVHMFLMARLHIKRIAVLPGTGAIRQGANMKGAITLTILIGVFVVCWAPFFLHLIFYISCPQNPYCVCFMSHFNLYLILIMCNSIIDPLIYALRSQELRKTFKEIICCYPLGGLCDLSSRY
ABHD5 PLIN5 PPI: blocks binding of human ABHD5 to perilipin-5; 360,000 compounds, 0.78% hits; Split G. princeps luciferase complementation, luminescence, 4 h; inhibition, % at 4 µM;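 active = inhibition above the mean inhibition across every tested compound plus 3 SD, cut at about 22% in these data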;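 also: 0% = DMSO only wells and the 100% control is not disclosed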
HTR2A ag: mouse HTR2A agonism via beta-arrestin recruitment; P35363; CHO-K1 mHTR2A beta-arrestin complementation, luminescence; percent of 30 µM serotonin response; activation, % at 7.6 µM; 360,000 compounds, 0.66% hits; AID 624169;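 active = activation above a run cutoff, the mean activation of all tested compounds plus 3 SD, cut at about 14% in these data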;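 also: 0% = plate median of compound wells and 100% = 30 µM serotonin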
Target sequence (P35363 whole entry, looked up): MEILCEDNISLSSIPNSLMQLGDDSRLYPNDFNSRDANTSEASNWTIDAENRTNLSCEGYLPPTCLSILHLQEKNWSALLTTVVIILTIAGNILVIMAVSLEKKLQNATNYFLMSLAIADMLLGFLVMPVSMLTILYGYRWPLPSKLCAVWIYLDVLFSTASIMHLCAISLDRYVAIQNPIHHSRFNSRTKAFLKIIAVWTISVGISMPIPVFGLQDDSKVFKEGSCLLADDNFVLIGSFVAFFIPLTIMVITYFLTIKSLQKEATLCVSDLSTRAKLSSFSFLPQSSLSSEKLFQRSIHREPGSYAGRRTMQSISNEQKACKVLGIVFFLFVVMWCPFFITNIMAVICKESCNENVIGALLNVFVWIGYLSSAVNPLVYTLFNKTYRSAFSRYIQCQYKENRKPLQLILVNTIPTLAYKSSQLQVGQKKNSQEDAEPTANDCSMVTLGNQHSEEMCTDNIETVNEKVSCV
ABCB6 inh 2: inhibitors of human ABC transporter ABCB6; K562-ABCB6 porphyrin accumulation, flow cytometry, 1 h; stronger effect = lower value; 360,000 compounds, 0.19% hits; Q9NP58; fluorescence ratio to DMSO, % at 10 µM;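 active = fluorescence ratio to DMSO below 75%, the collection mean minus 3 SD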;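 also: signal is porphyrin accumulated inside mitochondria; 100% equals median channel fluorescence of DMSO control wells; lower ratio means ABCB6 inhibition with less porphyrin fluorescence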
iPSC survival up: enhancers of human iPSC single-cell survival; hiPSC single-cell survival, ATPlite luminescence; 100% = ROCK inhibitor wells, 0% = DMSO; survival enhancement, % at 20 µM; 360,000 compounds, 0.044% hits; AID 602274; in the data active = survival enhancement above about 18%;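 also: cells exposed to compounds for 16 hours before the ATP read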
N-glyco inh: blocks N-linked glycosylation in D54 reporter cells. D54 ERlucT glycosylation luciferase reporter, 24 h; percent of 100 nM tunicamycin response. reporter increase, % at 12.5 µM. 360,000 compounds, 0.23% hits. AID 588692;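 active = mean luciferase reporter signal, scaled so untreated is 0 and the glycosylation-blocking control 100, at or above a set limit in every replicate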;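 also: luciferase carries N-glycosylation sites so blocking glycosylation raises the light; 0% = median of neutral control wells and 100% = median of 100 nM tunicamycin wells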
MC4R antag cAMP: human MC4R antagonism in cAMP assay. MC4R-expressing cells, MTII-stimulated cAMP, LANCE TR-FRET. inhibition, % at 6.5 µM. 360,000 compounds, 0.48% hits. AID 540295;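 active = inhibition above its plate's cutoff, the mean of tested wells on that plate plus 3 SD, cut at about 29% in these data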;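 also: 0% = Melanotan II alone and 100% = Melanotan II plus saturating MCL0020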
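System – human MC4R-expressing U2OS cells · Also added – Melanotan II · Dosing – one concentration, 6.5 µM nominal · Timing – 30-min compound, 1-h challenge, 1-h detection, room temperature · Measured by – Eu-cAMP/anti-cAMP TR-FRET, emission 671 nm · Replicates – singlicate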
Exocytosis inh: blocks lytic granule exocytosis; TALL-104 LAMP-1 surface exposure, flow cytometry; cells stimulated with thapsigargin and PMA; inhibition, % at 10 µM; 360,000 compounds, 0.66% hits; AID 651702;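 active = inhibition above about 55%, limit read from the data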
Numbers without * were called inactive; . = not tested or not shown.

SMILES	aDG glyco act	H9c2 protect	MC4R ag barr	ABHD5 PLIN5 PPI	HTR2A ag	ABCB6 inh 2	iPSC survival up	N-glyco inh	MC4R antag cAMP	Exocytosis inh
O=C(Nc1ccc(S(=O)(=O)NC2=NCCCCC2)cc1)c1ccc(Cl)cc1Cl	0.1	-6	-1.7	-8	-2	97	-0.5	1	11	-5
O=C(CSc1nnc2ccc(-c3ccccn3)nn12)Nc1ccccc1	0.2	3	-3.6	8	6	102	-0.4	-1	0	-2
CCN(c1cccc(C)c1)S(=O)(=O)c1cccc2nsnc12	-0.1	4	-3.0	-1	-3	94	-2.7	-3	-4	-1
CC(C)n1c(=O)c2c(O)cc(=O)oc2c2ccccc21	-0.2	5	-1.1	3	-1	94	-0.3	1	7	-1
COC(=O)/C=C1/SC(=Nc2ccc(Cl)c(Cl)c2)NC1=O	0.1	-14	-2.2	-4	-4	97	0.9	7	8	19
Cc1ccoc1C(=O)Nc1ccc(CC(=O)O)cc1	0.0	-6	1.5	-3	0	98	-3.4	-4	16	4
Cc1ccc(C(C)(C)C)cc1S(=O)(=O)N1CCC(C(=O)N2CCN(c3ccc(O)cc3)CC2)CC1	0.2	-14	-0.9	-2	-10	97	0.0	-4	8	1
O=C1OCCN1C(=O)[C@H]1[C@H](c2ccccc2)C(c2ccccc2)=NN1c1ccccc1	-0.1	12	-1.8	-16	-2	102	-2.8	-1	-1	1
CCOC(=O)C1=C(C)Nc2nc3ccccc3n2C1c1ccc(O)cc1 (stereo not drawn)	-0.2	2	-1.3	2	3	98	-0.3	6	7	0
O=C(Nc1cc(Cl)ccc1Oc1ccccc1)c1cnccn1	0.0	14	2.9	5	4	102	2.2	2	6	1
COCCCNC(=O)Cn1ncc2ccsc2c1=O	0.0	1	2.5	0	-2	93	-0.2	3	10	10
Cc1cccc(C(=O)N2CCC(=O)N(C(COCc3ccccc3)Cc3ccccc3)CC2)c1 (stereo not drawn)	0.4	10	-0.3	7	5	94	-0.8	-2	9	11
COc1ccc2cc(C3(C)NC(=O)N(CC(=O)N4CCCCC4)C3=O)ccc2c1 (stereo not drawn)	0.2	6	-0.5	3	0	100	0.9	10	-5	-17
CCc1ccc(NC(=O)CS(=O)CC(=O)Nc2ccc(-n3cnnn3)c(C)c2)cc1 (stereo not drawn)	-0.2	12	3.8	12	8	102	2.1	1	-2	-9
O=C1NC(C(=O)O)=CC(c2ccc([N+](=O)[O-])cc2)N1 (stereo not drawn)	0.0	5	-1.6	-1	3	96	-0.6	0	-2	7
O=C(CCCC(=O)c1ccc(O)cc1)c1ccc(O)cc1	-0.2	4	-0.1	1	1	101	-0.7	-8	7	-2
CCN(CC)S(=O)(=O)c1ccc2c(c1)c(=O)c(C(=O)NCCCN(C)c1ccccc1)cn2C	-0.4	3	-1.0	-3	1	92	1.6	-3	15	0
O=C(NCc1ccccn1)c1nnc(Cc2ccc(Cl)cc2)o1	-0.1	2	-0.7	0	8	100	1.5	1	4	-6
Cn1c(=O)n(C)c2cc(N3CCCCC3)c(NC(=O)c3cccc(Cl)c3)cc21	0.6	9	0.1	-7	0	94	0.7	1	1	10
COc1ccc(CCN(C)C(=O)CN2C(=O)NC3(CCCc4ccccc43)C2=O)cc1OC (stereo not drawn)	0.0	-3	1.3	1	-9	105	-0.3	2	9	15
COc1ccc(CC(N)c2csc(NC(=O)Nc3cccc(C(F)(F)F)c3)n2)cc1 (stereo not drawn)	-0.6	-31	-0.1	-2	2	96	-4.9	-2	2	-26
C/C(=N\NC(=O)CCC(=O)Nc1ccccc1)c1cccs1	-0.2	-4	-0.8	5	-1	97	0.6	2	18	-7
O=C(CSc1nnnn1C1CCCCC1)NCc1ccco1	0.0	0	0.9	-3	6	90	0.7	0	3	2
CCOc1ccc(S(=O)(=O)NCCC(=O)NCc2ccco2)cc1	0.0	2	-0.2	5	2	94	-2.4	0	15	2
CCOC(=O)n1c(=O)n(Cc2ccccc2Cl)c2ccccc21	-0.2	11	-0.4	-4	-3	97	2.3	-1	7	-1

More records follow:
SMILES	aDG glyco act	H9c2 protect	MC4R ag barr	ABHD5 PLIN5 PPI	HTR2A ag	ABCB6 inh 2	iPSC survival up	N-glyco inh	MC4R antag cAMP	Exocytosis inh
Oc1cccc(/C=N/NC(=S)NCCN2CCOCC2)c1O	0.2	49*	1.4	1	2	98	-0.6	-4	-1	0
Cc1ccccc1SCC(=O)NCCCn1ccnc1	0.0	0	-2.3	9	-4	104	0.2	1	8	-10
CCOC(=O)C1CCN(C(=O)c2oc3ccc4c(c3c2C)C(O)CC2(CCCCC2)O4)CC1 (stereo not drawn)	0.1	1	-1.7	-7	13	91	-0.4	1	2	-1
CCCCCCNCc1cccc(Br)c1	0.2	-4	3.6	0	-3	97	-0.1	-1	10	1
CC(=O)OC1CC(C)(C)N(OC(=O)c2ccccc2)C(C)(C)C1	-0.1	-4	0.0	8	-1	140	-0.1	5	0	0
COc1ccc(OC)c(NC(=O)COC(=O)CCNc2ccccc2OC)c1	-0.2	2	-0.7	2	9	96	0.6	1	8	-2
O=C(NCC1CCCO1)c1cc2cc(F)ccc2[nH]1 (stereo not drawn)	-0.2	1	-0.2	0	-5	98	-0.6	0	4	-7
CC(C)CCOCc1nc2sc3c(c2c(=O)[nH]1)CCC(C)C3 (stereo not drawn)	0.0	2	4.1	-6	5	100	2.3	2	0	-1
COC(=O)c1sccc1NC(=O)c1ccc(C#N)cc1	0.4	2	0.9	5	2	104	0.5	-2	13	-2
Cc1ccc(N2CC(C(=O)Nc3nc4ccc(S(C)(=O)=O)cc4s3)CC2=O)cc1 (stereo not drawn)	-0.4	-3	-1.3	1	1	103	-0.3	0	17	-3
COc1ccccc1N1CCN(C(=O)c2cc(S(=O)(=O)N3CCCCC3)ccc2C)CC1	-0.2	2	-1.4	5	5	93	-2.0	-6	9	-5
CN1CCCN(C(=O)C2CCCCC2)CC1	-0.1	0	1.1	7	5	100	0.7	3	-5	3
C=CCn1c(O)c(N=Nc2ccccc2[N+](=O)[O-])c2ccccc21	0.1	-4	1.1	-9	-2	96	4.9	2	9	-6
COc1ccc(CC(=O)OCC(=O)NC(=O)NC23CC4CC(CC(C4)C2)C3)cc1	-0.1	-18	2.0	1	-1	91	-0.9	0	10	3
COc1ccc(NC(=S)NC(=O)c2cncc(Br)c2)cc1	-0.1	7	-3.3	-5	5	94	-0.1	2	3	11
COc1cc(OC)cc(C(=O)N2CCN(S(C)(=O)=O)CC2)c1	0.4	4	-0.8	8	1	95	-0.9	0	4	-1
Cc1ccccc1S(=O)(=O)Cc1ccc(C(=O)NCc2cccs2)o1	0.0	-2	-2.0	-8	-4	91	-1.2	-1	-6	-2
Cc1ccc([C@@H]2CC=C(C(=O)O)[C@H](c3cccc(F)c3)N2S(=O)(=O)c2ccccc2C)cc1	-0.1	22	0.4	2	-2	102	1.6	2	-2	-6
COc1cccc(/C=C/C(=O)N2CC(C)OC(C)C2)c1OC (stereo not drawn)	0.0	-3	0.3	-1	-4	92	-0.6	2	17	-2
Cc1noc(C)c1C(=O)OCC(=O)Nc1ccccc1C(=O)NC(C)c1ccccc1 (stereo not drawn)	0.0	5	2.2	2	-4	125	-3.0	.	10	1
CCOc1ccc(C(C)=O)cc1CSc1nnc(-c2ccoc2C)n1N	-0.2	15	1.2	10	1	95	-1.4	-2	4	-2
COc1ccc(-n2nc(C(=O)NCC(=O)NCCC3=CCCCC3)c3ccccc3c2=O)c(OC)c1	-0.2	-3	0.8	5	3	98	-0.4	0	7	-14
Cc1cc(C(=O)NC2CCCc3c2cnn3-c2cccc(C)c2C)n(C)n1 (stereo not drawn)	2.5	-16	3.9	18	2	100	0.1	1	8	16
O=C(COC(=O)CN1C(=O)C2CCCCC2C1=O)Nc1c(Cl)cccc1Cl (stereo not drawn)	4.4*	6	-3.1	4	5	98	-0.5	3	-3	0
COc1ccc(S(=O)(=O)N2CCC(C(=O)N3CCCC3)CC2)cc1C	0.0	-6	-0.6	1	7	92	-0.6	0	5	1

Copied from the entries so far for reference:
SMILES	aDG glyco act	H9c2 protect	MC4R ag barr	ABHD5 PLIN5 PPI	HTR2A ag	ABCB6 inh 2	iPSC survival up	N-glyco inh	MC4R antag cAMP	Exocytosis inh
Oc1cccc(/C=N/NC(=S)NCCN2CCOCC2)c1O	0.2	49*	1.4	1	2	98	-0.6	-4	-1	0
Cc1ccccc1SCC(=O)NCCCn1ccnc1	0.0	0	-2.3	9	-4	104	0.2	1	8	-10
CCOC(=O)C1CCN(C(=O)c2oc3ccc4c(c3c2C)C(O)CC2(CCCCC2)O4)CC1 (stereo not drawn)	0.1	1	-1.7	-7	13	91	-0.4	1	2	-1
CCCCCCNCc1cccc(Br)c1	0.2	-4	3.6	0	-3	97	-0.1	-1	10	1

Carrying on.
SMILES	aDG glyco act	H9c2 protect	MC4R ag barr	ABHD5 PLIN5 PPI	HTR2A ag	ABCB6 inh 2	iPSC survival up	N-glyco inh	MC4R antag cAMP	Exocytosis inh
O=C(Nc1ccnn1C1CCN(Cc2ccccc2OC(F)F)CC1)c1cccnc1	2.1	-3	-1.2	-4	-2	100	-0.4	0	-5	4
Cn1cnc(S(=O)(=O)Nc2cc(-c3ccc(Cl)cc3)nn2C)c1	0.1	2	-0.2	-5	2	103	-0.5	1	1	0
COc1cccc(-c2cnc3c(NC(C)=O)cc(-c4ccc(C(=O)N5CCOCC5)cc4)cn23)c1	0.0	20	15*	3	1	97	-2.2	-7	19	-8
CC(=O)c1ccc(S(=O)(=O)N(CCCO)Cc2cc3cc(C)ccc3[nH]c2=O)cc1	0.1	11	-2.2	-5	-7	98	0.8	2	5	14
Cc1ccc(CC2S/C(=C(/C#N)C(=O)NCc3ccco3)N(c3ccccc3)C2=O)cc1 (stereo not drawn)	0.1	2	0.9	23*	-7	108	0.6	1	25	-2
CN(C)n1cnc2ccsc2c1=O	-0.2	10	-2.8	1	-4	97	0.0	3	2	0
Cc1ccc(Nc2nc(N)nc(CSc3nccn3C)n2)c(C)c1	-0.1	8	-0.4	-2	-5	94	-0.6	2	-5	-3
CCOC(=O)C1C2C=CC3(CN(C4CCCC4)C(=O)C13)O2 (stereo not drawn)	-0.2	5	-1.1	5	-3	89	-1.0	3	4	0
Cn1c(=O)cc(OCCCC(=O)Nc2cccnc2)c2ccccc21	-0.1	3	0.1	0	4	94	-1.3	14	14	12
O=C(Nc1ccc2nc(-c3ccc(Br)o3)[nH]c2c1)c1cccs1	0.0	21	1.1	12	2	98	-1.1	-3	9	-3
C=CCN(c1ccc(C(=O)NCCc2ccccc2)cc1)S(C)(=O)=O	0.7	-4	-0.9	7	-1	94	-0.1	-1	-2	-1
COc1cccc(OC)c1OCCCOc1cccc2cccnc12	0.6	-3	1.6	-1	-1	102	-0.5	-3	4	0
O=C1CCC(C(=O)OCC(=O)Nc2ccc(OC(F)F)cc2)=NN1	0.0	-2	-1.0	-1	-6	90	-3.2	0	0	-8
CCCC(C)c1nnc(NC(=O)CS(=O)(=O)Cc2ccccc2)s1 (stereo not drawn)	-0.1	-3	2.5	-7	2	98	-0.1	2	19	2
CCNC(=S)N1CCC(C(=O)c2ccc(Cl)cc2)CC1	0.2	-9	-0.8	-5	-7	105	2.2	-2	14	-2

Compound activity deposited in PubChem BioAssay by several laboratories.

This is a random part of the collection; overall some 4.5% were active at least once.
